Screening results deposited in PubChem by several laboratories.
CRFBP-R2 block – CRF-BP/CRF-R2 complex antagonism; actives 0.59% (n = 350,000); inhibition, % at 11.8 µM; AID 588475; HEK293 CRF-R2/CRF-BP, CRF-induced calcium fluorescence;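 active = inhibition of the ligand-induced calcium signal above about 50% at the single tested concentration, limit read from the data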
IDE inh – cellular human IDE inhibition. inhibition, % at 5.59 µM. AID 434962. HEK cells, FAbetaB cleavage, fluorescence polarization. actives 0.41% (n = 320,000);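 active = percent inhibition above the average of all tested compounds plus 3 SD, set per screening campaign, cut at about 16% in these data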;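 also: IDE supplied by intact live HEK cells; FP after avidin binding of uncleaved biotin substrate so inhibition keeps polarization high; 0% = DMSO wells and 100% = 60 µM reference IDE inhibitor Ii1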
IDE cell activ – boosts human insulin-degrading enzyme activity in HEK cells; P14735; FAbeta-B cleavage, fluorescence polarization; 0% vehicle, 100% cell-free pure enzyme wells; activation, % at 5.96 µM; actives 0.073% (n = 340,000); AID 493087;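 active = activation above the mean of all tested compounds plus 3 SD, set per screening campaign, cut at about 17% in these data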
GalR3 antag – antagonists of human GalR3; O60755; HEK293 GalR3-CNG cAMP membrane potential fluorescence; galR3 body fused to GalR1 C-terminus; inhibition, % at 3 µM; actives 0.44% (n = 360,000); AID 651719;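 active = inhibition above the screen-wide average plus 3 SD, cut at about 13% in these data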;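 also: forskolin and galanin both at EC90 stimulate the cells; cAMP rise reported by CNG channel membrane potential dye signal; 0% = forskolin plus galanin with DMSO and 100% = forskolin alone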
MEKK3 PB1 HTS – raises or lowers MEK5 binding to the human MEKK3 PB1 domain; bead-based flow cytometry, Alexa488-MEK5 binding to MEKK3; actives lie on both sides; 0 = blocked by unlabeled MEK5, 100 = vehicle; actives 1.4% (n = 290,000); binding response (% of control), % at 10 µM;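 active = binding response more than 3 SD above or below the average of its plate-row segment, actives on both sides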;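 also: Alexa488 bead fluorescence after subtracting the streptavidin-only scavenger bead signal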
CRFBP-R2 agonist – CRF-BP/CRF-R2 complex agonism; HEK293 CRF-R2/CRF-BP, calcium dye fluorescence (FLIPR); percent of saturating CRF peptide response; activation, % at 13.2 µM; actives 0.46% (n = 350,000); AID 588473;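 active = activation of at least 50%, plus an integration ratio under a set limit after plate pattern correction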;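 also: plate controls were neutral control wells without compound for no effect and CRF at EC100 for full effect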
M4 PAM – positive allosteric modulators of human muscarinic M4 receptor; actives 0.4% (n = 360,000); P08173; CHO-K1 hM4/Gqi5, Fluo-8 calcium fluorescence, ACh EC20; 0% = ACh EC20, 100% = maximal ACh; activation, % at 3 µM; AID 624126;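 active = activation above its plate's cutoff, the mean activation of sample wells plus 3 SD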; also: some results filed as inactive read as strong as hits
pCIP destab – p/CIP protein destabilization. Q05BA5. F442A p/CIP-EGFP cells, EGFP fluorescence, 16 h. decrease of EGFP signal, % at 10 µM. actives 0.01% (n = 290,000). AID 1984;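 active = EGFP signal decrease of at least 30% at 10 µM or well 3 SD below plate mean, unless failing retest; inactive = the rest, including hits failing retest or dose response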; also: some compounds called inactive have numbers as strong as hits; many of its hits are not listed in these tables
Target sequence (Q05BA5 1-1403): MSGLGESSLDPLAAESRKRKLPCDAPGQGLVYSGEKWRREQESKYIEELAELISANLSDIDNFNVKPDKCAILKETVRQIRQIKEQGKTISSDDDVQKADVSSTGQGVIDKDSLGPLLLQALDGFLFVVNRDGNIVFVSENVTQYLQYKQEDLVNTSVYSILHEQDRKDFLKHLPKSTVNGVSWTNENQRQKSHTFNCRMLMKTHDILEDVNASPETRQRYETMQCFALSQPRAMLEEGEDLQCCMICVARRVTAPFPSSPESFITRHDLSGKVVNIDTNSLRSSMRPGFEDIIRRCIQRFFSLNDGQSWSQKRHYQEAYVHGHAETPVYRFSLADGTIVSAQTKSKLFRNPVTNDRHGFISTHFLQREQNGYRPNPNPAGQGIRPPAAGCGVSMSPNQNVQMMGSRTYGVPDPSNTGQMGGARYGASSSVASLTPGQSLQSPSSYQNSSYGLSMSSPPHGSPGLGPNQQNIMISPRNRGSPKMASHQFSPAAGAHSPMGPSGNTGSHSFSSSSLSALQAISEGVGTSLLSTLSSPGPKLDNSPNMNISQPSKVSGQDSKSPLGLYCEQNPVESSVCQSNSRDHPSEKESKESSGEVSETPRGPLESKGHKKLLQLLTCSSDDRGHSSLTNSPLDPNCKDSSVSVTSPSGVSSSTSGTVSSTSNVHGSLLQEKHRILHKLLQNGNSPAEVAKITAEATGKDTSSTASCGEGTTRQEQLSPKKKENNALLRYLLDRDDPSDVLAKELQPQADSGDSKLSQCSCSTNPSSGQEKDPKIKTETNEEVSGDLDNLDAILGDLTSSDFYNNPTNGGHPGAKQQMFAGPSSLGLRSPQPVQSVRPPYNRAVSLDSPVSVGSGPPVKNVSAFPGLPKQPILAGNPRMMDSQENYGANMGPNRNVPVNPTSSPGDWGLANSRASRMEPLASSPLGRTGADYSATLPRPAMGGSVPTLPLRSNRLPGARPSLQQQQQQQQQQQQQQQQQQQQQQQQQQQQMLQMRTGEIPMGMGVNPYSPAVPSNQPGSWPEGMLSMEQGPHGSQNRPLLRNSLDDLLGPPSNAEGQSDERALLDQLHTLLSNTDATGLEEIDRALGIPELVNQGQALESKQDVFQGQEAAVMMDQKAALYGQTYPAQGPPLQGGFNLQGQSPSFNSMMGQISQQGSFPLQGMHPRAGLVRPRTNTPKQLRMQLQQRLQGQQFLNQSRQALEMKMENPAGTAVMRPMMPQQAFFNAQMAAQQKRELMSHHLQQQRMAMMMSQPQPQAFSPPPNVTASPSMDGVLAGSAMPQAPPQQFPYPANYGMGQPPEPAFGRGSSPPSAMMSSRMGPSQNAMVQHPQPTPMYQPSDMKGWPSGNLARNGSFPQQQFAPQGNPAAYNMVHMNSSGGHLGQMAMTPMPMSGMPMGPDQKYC
PHOSPHO1 inh – inhibitors of human PHOSPHO1 phosphatase; Q8TCT1; recombinant PHOSPHO1, absorbance phosphatase assay; inhibition, % at 13.3 µM; actives 1.1% (n = 290,000); AID 1565; in the data active = inhibition above about 60%
* = called active by the depositor; . = no result given; & = joins results of further samples; [ ] = remark or other dose.

SMILES	CRFBP-R2 block	IDE inh	IDE cell activ	GalR3 antag	MEKK3 PB1 HTS	CRFBP-R2 agonist	M4 PAM	pCIP destab	PHOSPHO1 inh
CN(c1ccc(OCC(=O)OCC(=O)NC2CCCC2)cc1)S(=O)(=O)c1ccc2ccccc2c1	-12	-1	1	3	95	3.1	-16	-22	13
Cc1ccccc1-n1nc(C(=O)c2cccs2)cc(-c2nc3ccccc3[nH]2)c1=N	-36	2	1	1	103	4.9	-15	7	-21
CSc1cccc(NC(=S)N(Cc2ccccc2)Cc2ccccn2)c1	-5	5	-1	1	103	3.8	-4	7	4
Clc1ccc2nc(C3CCN(Cc4ccccc4)CC3)[nH]c2c1	-16	-5	-2	-4	106	-1.1	3	-2	13
COc1cc(C)c(Cl)cc1S(=O)(=O)NCCCN1CCOCC1	5	-5	-1	-6	99	9.2	3	-9	-12
S=c1[nH]nc(-c2cc3ccccc3o2)n1Cc1ccccc1	30	2	1	4	74	-2.6	-13	-2	-4
CCC[C@@H]1C[C@@H](C(=O)NC(C(C)Cl)[C@H]2O[C@H](SC)[C@H](O)[C@@H](O)[C@H]2O)N(C)C1 (stereo partly specified)	-20	3	1	-2	103	-0.1	4	0	20
O=C(NCC1CCCO1)c1nn2c(C(F)(F)F)cc(-c3cccs3)nc2c1Br (stereo unspecified)	-40	-1	4	-3	100	-1.9	6	-8	28
CCN(C(=S)NC(=O)c1ccccc1Br)C1CCCCC1	8	3	-1	0	99	0.2	-3	9	-13
COc1ccc(Cl)cc1C(=O)Nc1nc(C)cc(C)n1	-3	2	5	-1	105	2.5	-6	-4	25
Cc1nc(NC(=O)COC(=O)C2CC2C)c(Cl)cc1Cl (stereo unspecified)	-2	-4	0	2	.	1.1	9	.	.
Cc1ccccc1OCC(=O)OCC(=O)Nc1cc(S(C)(=O)=O)ccc1Cl	18	6	3	-4	.	0.2	5	.	.
COc1cc(NS(=O)(=O)c2ccc(NC(=O)c3ccc(C)o3)cc2)nc(OC)n1	4	7	4	-2	96	-0.1	-3	11	5
Cn1cnc2c1c(=O)n(Cc1c(Cl)cccc1Cl)c(=O)n2C	-18	4	2	-4	104	0.7	21	-14	-10
C=CCn1c(SCC(=O)NC(=O)NCC(C)C)nnc1C1CCCCC1	-22	-6	-3	-3	97	-5.7	2	4	-1
O=C1OCC/C1=C1/NCCNC1=O	6	.	.	-4	.	-0.2	-1	.	.
COc1cccc(NC(=O)CNC(=O)c2cccs2)c1	-12	2	6	-1	103	-0.3	16	4	17
CSCCC(NS(=O)(=O)c1cccs1)C(=O)NCc1ccccc1 (stereo unspecified)	-25	5	2	-1	100	-0.4	3	4	0
Cc1ccc(N(C(=O)c2csnn2)C(C(=O)NCc2ccccc2)c2ccccn2)cc1 (stereo unspecified)	8	-4	4	-9	103	-0.1	0	9	14
O=C(Nc1ccccc1F)C(c1ccccc1)c1ccccc1	-2	2	7	-1	.	-1.1	1	.	.
O=C(CN1CCN(c2ncc(C(F)(F)F)cc2Cl)CC1)Nc1ccc2c(c1)OCO2	32	0	0	-3	101	-3.2	-2	-5	4
Cn1ncc(Br)c1C(=O)OCC(=O)Nc1nc(-c2ccccc2)cs1	8	2	5	1	113	0.9	-9	-19	-10
N#C/C(=C\c1cn[nH]c1-c1ccc(Cl)cc1)C(=O)NCc1ccccc1	-31	7	1	0	.	1.1	-2	-11	8
NC(=O)NCC(c1ccccc1)C1CCCCC1 (stereo unspecified)	-18	2	1	-4	102	1.4	0	-17	.
NC(=O)CCN1CCN(S(=O)(=O)/C=C/c2ccccc2)CC1	7	5	0	-8	103	4.5	-11	-6	8
(further entries)
SMILES	CRFBP-R2 block	IDE inh	IDE cell activ	GalR3 antag	MEKK3 PB1 HTS	CRFBP-R2 agonist	M4 PAM	pCIP destab	PHOSPHO1 inh
Cc1c(OCC(=O)C(C)(C)C)ccc2c(-c3ccccc3)cc(=O)oc12	-3	3	2	-10	105	0.3	-7	-12	24
Nc1ccc(S(=O)(=O)O)cn1	-5&23&18	0&8&-8	-1&6&11	-3&1&1	89&99&118	0.6&-0.1&-0.7	-6&8&4	-13&-8	-5&-16
Cc1ccccc1C(=O)Nc1ccc(C(=O)NNC(=O)CCCOc2ccc(Cl)cc2Cl)cc1	2	0	7	-6	106	3.0	-4	-32	37
COC(=O)c1cc(NC(=S)Nc2cc(Cl)cc(Cl)c2)cc(C(=O)OC)c1	-3	3	1	-1	84	-1.1	-1	-2	-12
O=C(OCn1nnc2ccccc2c1=O)c1ccco1	10	0	5	.	119	-2.1	0	-19	10
CCCNC(=O)c1ccc(COc2ccc(Cl)cc2)o1	7	.	-2	-12	99	-0.9	-3	-1	24
O=C(NCCc1ccccc1)c1cccc(S(=O)(=O)N2CCCCC2)c1	-63	-1	7	-2	105	1.3	2	-13	19
CN(C)c1nc(N)c2nccnc2n1	16	.	5	-7	.	0.7	5	.	.
CC1CCCCN1C(=O)c1c(Cl)cnn1C (stereo unspecified)	3	.	0	-5	102	0.1	4	2	-16
O=C(Nc1c(C(=O)Nc2ccccc2)cnn1-c1ccccc1)c1ccco1	10	0	1	-9	104	-1.7	2	10	-3
C/C(=N\Nc1nc(-c2ccccc2O)nc2ccccc12)c1ccccc1	-9	-10	1	0	103	-0.6	8	-4	0
CC(=O)Nc1ccc(S(=O)(=O)NCc2ccc3[nH]c(C)cc3c2)cc1	13	-2	-2	.	80*[inhibitor]	-0.2	3	12	18
CCN(C(=O)CSc1nc2ccccc2c(=O)n1CCOC)C1CCS(=O)(=O)C1 (stereo unspecified)	-11	-1	5	4	.	2.1	4	2	-42
CSCC[C@H](NS(=O)(=O)c1ccc(C)cc1)C(=O)N1CCC(C(=O)N[C@H](C(=O)O)c2ccccc2)CC1	8	-4	2	-8	99	0.1	-1	5	19
O=C(Nc1nncs1)c1ccc2c(c1)OCO2	-11	4	1	-8	104	3.8	7	-18	43
O=C(O)C1CCN(C(=O)c2ccccc2Cl)CC1	10	4	-1	-2	108	-1.9	12	2	-9
O=C(CC1OC(=O)c2ccccc21)c1ccco1 (stereo unspecified)	-3	2	8	-2	99	-0.8	-4	0	-33
Nc1ccccc1O	-7	4	1	.	.	20	13	.	.
CCn1cc(C(=O)NCc2ccccc2OC)c(=O)c2cc(S(=O)(=O)N(C)C)ccc21	-1	0	3	1	105	-3.2	1	-5	13
Cc1ccc(OCC(=O)NCCCNC(=O)c2ccncc2)cc1	3	-3	3	-4	101	-1.9	5	-11	10
COc1ccc(-c2nc(CS(=O)CC(=O)NCCCN3CCCC3)c(C)o2)cc1OC (stereo unspecified)	3	-3	5	-4	99	-0.3	12	-26	16
CCC(C)/C(C)=N/NC(=O)c1ccc(COc2ccc(Cl)c(C)c2)cc1 (stereo unspecified)	-35	4	-2	10	100	8.9	-2	-1	-5
COc1ccc(/C=N/NC(=O)CSc2ccccn2)cc1OC	7	2	-1	-5	100	-2.0	-2	6	3
Cc1ccc2nc(N/C(=N/S(=O)(=O)c3ccc(F)cc3F)c3ccccc3)sc2c1	-13	1	2	-2	99	-1.5	14	1	-1
O=C(COCc1cc(-c2ccc3c(c2)OCO3)on1)N1CCN(c2ccccc2)CC1	2	6	-2	5	103	0.5	-5	-5	28
New compounds follow.
SMILES	CRFBP-R2 block	IDE inh	IDE cell activ	GalR3 antag	MEKK3 PB1 HTS	CRFBP-R2 agonist	M4 PAM	pCIP destab	PHOSPHO1 inh
C/C(CC(=O)Nc1cc(C)ccn1)=N\NC(=O)C(=O)Nc1cccc(C)c1	5	7	-5	-4	98	-6.5	-6	-11	1
O=C(O)c1ccc(-n2c(/C=C/c3cccc([N+](=O)[O-])c3)nc3ccccc3c2=O)cc1	2	3	4	-8	98	3.9	-2	-8	42
COc1ccc2oc(C(=O)OCC(=O)NCC3CCCO3)c(C)c2c1 (stereo unspecified)	4	1	4	-1	.	0.3	-3	.	.
O=C(COc1ccccc1[N+](=O)[O-])N/N=C/c1cccs1	6	-3	6	3	104	-0.4	2	-6	2
CC(=O)Nc1cccc(C(=O)OCC(=O)NC(=O)c2ccccc2)c1	-23	7	2	1	.	4.0	-3	.	.
Cc1n(CC(=O)c2ccc(F)cc2)c2ccccc2[n+]1C	12	2	6	0	102	-0.9	10	-13	37
CC1CCN(C(=O)COC(=O)CCC(=O)c2ccc(F)cc2)CC1	16	4	.	-5	.	-1.1	-2	.	.

Nothing new here: an excerpt of the list.
SMILES	CRFBP-R2 block	IDE inh	IDE cell activ	GalR3 antag	MEKK3 PB1 HTS	CRFBP-R2 agonist	M4 PAM	pCIP destab	PHOSPHO1 inh
O=C(Nc1nncs1)c1ccc2c(c1)OCO2	-11	4	1	-8	104	3.8	7	-18	43
O=C(O)C1CCN(C(=O)c2ccccc2Cl)CC1	10	4	-1	-2	108	-1.9	12	2	-9
O=C(CC1OC(=O)c2ccccc21)c1ccco1 (stereo unspecified)	-3	2	8	-2	99	-0.8	-4	0	-33
Nc1ccccc1O	-7	4	1	.	.	20	13	.	.
CCn1cc(C(=O)NCc2ccccc2OC)c(=O)c2cc(S(=O)(=O)N(C)C)ccc21	-1	0	3	1	105	-3.2	1	-5	13
Cc1ccc(OCC(=O)NCCCNC(=O)c2ccncc2)cc1	3	-3	3	-4	101	-1.9	5	-11	10
COc1ccc(-c2nc(CS(=O)CC(=O)NCCCN3CCCC3)c(C)o2)cc1OC (stereo unspecified)	3	-3	5	-4	99	-0.3	12	-26	16
CCC(C)/C(C)=N/NC(=O)c1ccc(COc2ccc(Cl)c(C)c2)cc1 (stereo unspecified)	-35	4	-2	10	100	8.9	-2	-1	-5
COc1ccc(/C=N/NC(=O)CSc2ccccn2)cc1OC	7	2	-1	-5	100	-2.0	-2	6	3
Cc1ccc2nc(N/C(=N/S(=O)(=O)c3ccc(F)cc3F)c3ccccc3)sc2c1	-13	1	2	-2	99	-1.5	14	1	-1
O=C(COCc1cc(-c2ccc3c(c2)OCO3)on1)N1CCN(c2ccccc2)CC1	2	6	-2	5	103	0.5	-5	-5	28
C/C(CC(=O)Nc1cc(C)ccn1)=N\NC(=O)C(=O)Nc1cccc(C)c1	5	7	-5	-4	98	-6.5	-6	-11	1
O=C(O)c1ccc(-n2c(/C=C/c3cccc([N+](=O)[O-])c3)nc3ccccc3c2=O)cc1	2	3	4	-8	98	3.9	-2	-8	42
COc1ccc2oc(C(=O)OCC(=O)NCC3CCCO3)c(C)c2c1 (stereo unspecified)	4	1	4	-1	.	0.3	-3	.	.
O=C(COc1ccccc1[N+](=O)[O-])N/N=C/c1cccs1	6	-3	6	3	104	-0.4	2	-6	2
CC(=O)Nc1cccc(C(=O)OCC(=O)NC(=O)c2ccccc2)c1	-23	7	2	1	.	4.0	-3	.	.
Cc1n(CC(=O)c2ccc(F)cc2)c2ccccc2[n+]1C	12	2	6	0	102	-0.9	10	-13	37
CC1CCN(C(=O)COC(=O)CCC(=O)c2ccc(F)cc2)CC1	16	4	.	-5	.	-1.1	-2	.	.

Part of the list above in order of heavy-atom count, falling.
SMILES	CRFBP-R2 block	IDE inh	IDE cell activ	GalR3 antag	MEKK3 PB1 HTS	CRFBP-R2 agonist	M4 PAM	pCIP destab	PHOSPHO1 inh
O=C(O)c1ccc(-n2c(/C=C/c3cccc([N+](=O)[O-])c3)nc3ccccc3c2=O)cc1	2	3	4	-8	98	3.9	-2	-8	42
CC1CCN(C(=O)COC(=O)CCC(=O)c2ccc(F)cc2)CC1	16	4	.	-5	.	-1.1	-2	.	.
O=C(COc1ccccc1[N+](=O)[O-])N/N=C/c1cccs1	6	-3	6	3	104	-0.4	2	-6	2
